Compound activity as filed in PubChem.
IDE cell activ: boosts human insulin-degrading enzyme activity in HEK cells. 0.073% of 340,000 active. activation, % at 5.96 µM. P14735. FAbeta-B cleavage, fluorescence polarization; 0% vehicle, 100% cell-free pure enzyme wells;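 active means activation above the mean of all tested compounds plus 3 SD, set per screening campaign, cut at about 17% in these data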
MEKK2 WT-MEK5: raises or lowers MEK5 binding to wildtype human MEKK2 PB1 domain; Q9Y2U5; 1.1% of 290,000 active; binding response (% of control), % at 10 µM; bead flow cytometry, Alexa488-MEK5 binding to MEKK2 WT; actives lie on both sides; in the data active means binding response below about 67% or above about 130%
MEKK2mut PB1 HTS: signal of MEK5 binding to mutant human MEKK2 PB1 domain; bead flow cytometry, Alexa488-MEK5 binding to MEKK2 mutant; percent response, % at 10 µM; 0.35% of 290,000 active; in the data active means percent response above about 24%, passing the limit was not always enough; further: inactives centre near 1; some results filed as inactive read as strong as hits; reference of the scale not given here
UBC9 SUMO inh: SUMOylation inhibition. AID 2006. P63279. 0.36% of 290,000 active. inhibition, % at 35 µM. HTRF SUMOylation assay, SAE1/SAE2 + UBC9, in vitro; in the data active means inhibition above about 50%, passing the limit was not always enough; further: strong numbers were not always called active
Target sequence (P63279 whole entry, looked up): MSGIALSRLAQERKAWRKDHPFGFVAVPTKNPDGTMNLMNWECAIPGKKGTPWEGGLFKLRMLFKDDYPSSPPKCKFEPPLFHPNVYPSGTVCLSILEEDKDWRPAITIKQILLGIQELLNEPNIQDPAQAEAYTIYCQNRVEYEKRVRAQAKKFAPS
NALP1 yeast inh: NALP1 inhibition; 0.61% of 280,000 active; S. cerevisiae NALP1/ASC/caspase-1 growth, X-gal OD620, 72 h; AID 2071; inhibition, % at 10 µM; in the data active means inhibition mostly above about 24%, no sharp cut-off; inactive means mostly below about 32%; further: some compounds called inactive have numbers as strong as hits
PfM18AAP inh: blocks P. falciparum M18 aspartyl aminopeptidase | AID 1822 | 1.2% of 290,000 active | inhibition, % at 7.35 µM | recombinant PfM18AAP, H-Glu-NHMec fluorogenic cleavage;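 active means inhibition above the campaign mean inhibition over all tested compounds plus 3 SD, cut at about 28% in these data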;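 further: 0% = plate median of test compound wells and 100% = 2 mM ZnCl2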
MEKK3 PB1 HTS: MEKK3-MEK5 PB1 interaction, increase or decrease; Q99759; bead-based flow cytometry, Alexa488-MEK5 binding to MEKK3; actives lie on both sides; 0 = blocked by unlabeled MEK5, 100 = vehicle; binding response (% of control), % at 10 µM; 1.4% of 290,000 active; AID 1529;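 active means binding response more than 3 SD above or below the average of its plate-row segment, actives on both sides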;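 further: Alexa488 bead fluorescence after subtracting the streptavidin-only scavenger bead signal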
Target sequence (Q99759 whole entry, looked up): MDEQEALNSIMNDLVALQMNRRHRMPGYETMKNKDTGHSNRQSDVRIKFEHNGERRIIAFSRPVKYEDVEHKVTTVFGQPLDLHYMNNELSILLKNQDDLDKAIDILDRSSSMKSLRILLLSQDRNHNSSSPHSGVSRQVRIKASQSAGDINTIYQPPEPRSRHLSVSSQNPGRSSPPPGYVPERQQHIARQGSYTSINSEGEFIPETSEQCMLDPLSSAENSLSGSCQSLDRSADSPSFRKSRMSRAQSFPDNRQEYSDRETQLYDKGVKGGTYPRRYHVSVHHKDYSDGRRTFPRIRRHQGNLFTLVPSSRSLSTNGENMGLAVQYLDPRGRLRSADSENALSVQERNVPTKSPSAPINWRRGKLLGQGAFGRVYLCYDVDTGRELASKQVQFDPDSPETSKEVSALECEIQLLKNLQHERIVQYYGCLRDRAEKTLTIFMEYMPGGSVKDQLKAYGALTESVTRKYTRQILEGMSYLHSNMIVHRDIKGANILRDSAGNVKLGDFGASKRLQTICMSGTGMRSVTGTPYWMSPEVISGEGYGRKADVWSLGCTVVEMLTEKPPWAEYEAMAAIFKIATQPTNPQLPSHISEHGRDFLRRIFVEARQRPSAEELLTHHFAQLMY
IDE cell inh: inhibits human insulin-degrading enzyme in HEK cells | P14735 | FAbetaB cleavage, fluorescence polarization | inhibition, % at 5.59 µM | 0.41% of 320,000 active | AID 434962;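 active means percent inhibition above the average of all tested compounds plus 3 SD, set per screening campaign, cut at about 16% in these data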;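 further: IDE supplied by intact live HEK cells; FP after avidin binding of uncleaved biotin substrate so inhibition keeps polarization high; 0% = DMSO wells and 100% = 60 µM reference IDE inhibitor Ii1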
pCIP destab: compounds decreasing mouse p/CIP protein stability; F442A p/CIP-EGFP cells, EGFP fluorescence, 16 h; 0.01% of 290,000 active; decrease of EGFP signal, % at 10 µM;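 active means EGFP signal decrease of at least 30% at 10 µM or well 3 SD below plate mean, unless failing retest; inactive means the rest, including hits failing retest or dose response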; further: some compounds called inactive have numbers as strong as hits; many of its hits are not listed in these tables
* = called active by the depositor; nt = not tested or not shown.

| item | IDE cell activ | MEKK2 WT-MEK5 | MEKK2mut PB1 HTS | UBC9 SUMO inh | NALP1 yeast inh | Structure | PfM18AAP inh | MEKK3 PB1 HTS | IDE cell inh | pCIP destab |
| --- | --- | --- | --- | --- | --- | --- | --- | --- | --- | --- |
| 1 | -4 | 93 | 1 | -8 | nt | Cc1ccc2nc(NCc3ccccc3)c(C#N)cc2c1 | 2 | 103 | 0 | -4 |
| 2 | -3 | 101 | 0 | 0 | 24 | CCOC(=O)C/C(C)=N/NC(=O)C1CC1(c1ccccc1)c1ccccc1 (stereo not given) | -7 | 116 | -5 | 1 |
| 3 | 3 | 99 | -2 | 11 | 9 | Cc1ccc(C)c(NC(=O)C(C)CC2COCCO2)c1 (stereo not given) | -5 | 99 | 2 | -4 |
| 4 | 7 | 100 | 2 | 18 | 6 | O=C(O)C/C(=C\c1ccc(N2CCOCC2)c([N+](=O)[O-])c1)c1nc2ccccc2s1 | 0 | 99 | -1 | -13 |
| 5 | 2 | 99 | 0 | 17 | 15 | CCN1CCN(S(=O)(=O)c2c[nH]c(C(=O)OC)c2)CC1 | -1 | 103 | 5 | -13 |
| 6 | 1 | 104 | 1 | 25 | 8 | Cc1ccc(C23OC(=O)C(C)(C)C2OC(=O)C3(C)C)cc1 (stereo not given) | -2 | 101 | -1 | -6 |
| 7 | 0 | 105 | 4 | 13 | 9 | CCCn1nnnc1COc1ccc(C(N)=O)cc1 | 1 | 105 | 1 | -15 |
| 8 | 7 | 102 | 2 | -32 | 14 | Cc1cc(Cl)c(S(=O)(=O)N2CCN(c3ccc(F)cc3)CC2)cc1OCC(=O)NC1CCCCC1 | 8 | 105 | 7 | -15 |

5 of the compounds above, with one line to a screen.
(1) Cc1ccc2nc(NCc3ccccc3)c(C#N)cc2c1
(2) CCOC(=O)C/C(C)=N/NC(=O)C1CC1(c1ccccc1)c1ccccc1 (stereo not given)
(3) Cc1ccc(C)c(NC(=O)C(C)CC2COCCO2)c1 (stereo not given)
(4) O=C(O)C/C(=C\c1ccc(N2CCOCC2)c([N+](=O)[O-])c1)c1nc2ccccc2s1
(5) CCN1CCN(S(=O)(=O)c2c[nH]c(C(=O)OC)c2)CC1
entry no. | 1 | 2 | 3 | 4 | 5
IDE cell activ | -4 | -3 | 3 | 7 | 2
MEKK2 WT-MEK5 | 93 | 101 | 99 | 100 | 99
MEKK2mut PB1 HTS | 1 | 0 | -2 | 2 | 0
UBC9 SUMO inh | -8 | 0 | 11 | 18 | 17
NALP1 yeast inh | nt | 24 | 9 | 6 | 15
PfM18AAP inh | 2 | -7 | -5 | 0 | -1
MEKK3 PB1 HTS | 103 | 116 | 99 | 99 | 103
IDE cell inh | 0 | -5 | 2 | -1 | 5
pCIP destab | -4 | 1 | -4 | -13 | -13

The results go on.
| item | IDE cell activ | MEKK2 WT-MEK5 | MEKK2mut PB1 HTS | UBC9 SUMO inh | NALP1 yeast inh | Structure | PfM18AAP inh | MEKK3 PB1 HTS | IDE cell inh | pCIP destab |
| --- | --- | --- | --- | --- | --- | --- | --- | --- | --- | --- |
| 9 | -6 | 96 | -4 | 28 | 2 | CCN1CCSc2ccc(C(=O)NCc3cccc(F)c3)cc21 | 4 | 96 | 4 | 16 |
| 10 | -1 | 107 | 4 | 4 | 11 | CN1CCN(S(=O)(=O)c2ccc(-c3ccc(Cl)cc3)cc2)CC1 | -1 | 102 | 3 | -15 |
| 11 | -5 | nt | nt | -19 | -3 | Cc1ccnc(NC(=S)NC(=O)c2ccco2)c1 | -4 | nt | 0 | -2 |
| 12 | -4 | 106 | 8 | -1 | 0 | COc1ccc(/C=N/NC(=O)CC(=O)NCc2cccnc2)cc1[N+](=O)[O-] | -6 | 105 | 1 | -11 |
| 13 | 3 | 85 | -12 | -9 | -2 | CCOC(=O)CN(Cc1ccc(OC)c(OC)c1)S(=O)(=O)c1ccc(OC)cc1 | -3 | 89 | 2 | -5 |
| 14 | -4 | 86 | -5 | -19 | -6 | CCc1ccc(C(=O)Nc2nnn(CC)n2)cc1 | 3 | 85 | 2 | -5 |
| 15 | 3 | 84 | -10 | 1 | 12 | Cc1ccccc1OC1C(=O)N(CC2CCCO2)C1c1ccc2c(c1)OCO2 (stereo not given) | 2 | 96 | -1 | -10 |
| 16 | 4 | 106 | 5 | 0 | 13 | COc1cc(NC(=O)c2cccs2)ccc1NC(=O)c1ccco1 | 9 | 104 | 1 | 2 |
| 17 | -2 | 99 | 1 | 13 | 8 | NC(=O)CSc1oc(-c2ccco2)nc1S(=O)(=O)c1ccc(Br)cc1 | 7 | 99 | 2 | -7 |
| 18 | 0 | 104 | 2 | 1 | 2 | COc1ccc(NC(=S)N2CCN(C(=O)c3ccco3)CC2)c(OC)c1 | 8 | 99 | 5 | 8 |
| 19 | 2 | 91 | -3 | -4 | 4 | COc1ccc(F)cc1CN1CCN(C(=O)CCC(=O)Nc2nnc(CC(C)C)s2)CC1 | 6 | 91 | 6 | -10 |
| 20 | 2 | nt | nt | 9 | -1 | CNC(=S)N1CCN(c2ccc([N+](=O)[O-])cc2)CC1 | 6 | nt | 6 | -2 |
| 21 | 2 | 104 | 2 | 15 | 21 | CC(=O)Nc1ccc(C(=O)Nc2ccc(S(=O)(=O)N3CCCC3)cc2)cc1 | -13 | 109 | -5 | 3 |
| 22 | -4 | 85 | 2 | -3 | 17 | N=C1/C(=C\c2ccc(-c3cccc(Cl)c3)o2)C(=O)N=C2SC=C(c3ccccc3)N12 | 1 | 97 | 7 | 6 |
| 23 | -1 | 89 | -3 | -21 | 32 | Cc1cc(C)c2nc(Cl)c(CN(Cc3ccco3)C(=O)Nc3ccccc3C)cc2c1 | -13 | 90 | -2 | 2 |
| 24 | 3 | 95 | -1 | -1 | 14 | CC1CCN(C(=O)C2CCCN(S(=O)(=O)c3ccc4c(c3)CC(C)N4C(=O)C3CC3)C2)CC1 (stereo not given) | 9 | 95 | 1 | -7 |
| 25 | 1 | 96 | -8 | 1 | 16 | O=C(O)c1nc(-c2ccccc2)n(-c2cccc(C(F)(F)F)c2)n1 | -2 | 99 | 3 | 8 |
| 26 | -5 | 97 | 1 | -10 | 13 | O=c1[nH]c(=O)n(Cc2ccco2)c2c1C(C(F)(F)F)(C(F)(F)F)N=C(CCc1ccccc1)N2 | -1 | 101 | 1 | -5 |
| 27 | 1 | 99 | -1 | 15 | 2 | Cc1oc2ccc(OC(=O)N3CCOCC3)cc2c1C(=O)OC(C)C | -2 | 94 | 2 | -9 |
| 28 | 0 | 98 | 1 | -20 | 17 | CCC(NC(=O)c1ccccc1NC(=O)c1ccccc1)C(=O)O (stereo not given) | 1 | 100 | 4 | -9 |
| 29 | 4 | 97 | 1 | -8 | -3 | O=C(CCC(=O)c1ccc(Cl)cc1)OCC(=O)c1ccccc1 | 0 | 101 | 0 | -11 |
| 30 | 3 | 107 | 1 | -5 | 19 | C#CCOc1ccc(/C=C2/C(=O)ON=C2C)cc1OCC | 23 | 102 | 0 | -2 |
| 31 | 2 | 96 | 1 | 0 | 2 | Cn1c(=O)c2c(nc(Sc3ncnn3CC(=O)NC(C)(C)C)n2C)n(C)c1=O | 18 | 103 | -5 | -15 |
| 32 | 8 | 103 | 6 | 10 | 20 | CC1Sc2ccc(S(=O)(=O)NCCc3ccc(Cl)cc3)cc2NC1=O (stereo not given) | 3 | 106 | 3 | -7 |
| 33 | 1 | 96 | 1 | 13 | 0 | COc1ccc(S(=O)(=O)NC2CC(C)(C)NC(C)(C)C2)cc1 | 0 | 94 | 8 | 6 |
| 34 | 1 | 84 | -10 | -8 | -3 | COc1ccc(S(=O)(=O)N2CCN(C(=O)COc3ccccc3)CC2)cc1 | 5 | 94 | 6 | -11 |
| 35 | 0 | 100 | 1 | 14 | 0 | COc1ccc([N+](=O)[O-])cc1NS(=O)(=O)c1ccccc1 | 9 | 101 | 1 | -25 |
| 36 | -4 | 111 | 2 | 11 | 30 | O=C(Oc1ccccc1C(=O)Nc1ccccc1)c1ccc(Br)c([N+](=O)[O-])c1 | -1 | 107 | -1 | -5 |
| 37 | 4 | nt | nt | 5 | -11 | OCCNc1nc(-c2ccccc2)c2ccccc2n1 | 1 | nt | -1 | 0 |
| 38 | -2 | 95 | -1 | 1 | 20 | COc1cccc(-c2nnc3n2N=C(c2cc(OC)ccc2OC)CS3)c1 | -4 | 101 | 4 | -9 |
| 39 | -16 | 112 | 5 | -13 | -6 | N#CC1=C(N)C(C#N)(C#N)C(c2ccncc2)C2CN(C(=O)OCc3ccccc3)CC=C12 (stereo not given) | 3 | 107 | 10 | -3 |
| 40 | -4 | 97 | 0 | -2 | 4 | Cc1ccc2c(c1)N(CC(=O)NC1CCCc3ccccc31)C(=O)CO2 (stereo not given) | -17 | 98 | 1 | 4 |
| 41 | 0 | 95 | -2 | -11 | nt | Cc1ccc(C(=O)Nc2sc(C)c(-c3ccccc3)c2C(N)=O)cc1[N+](=O)[O-] | 23 | 100 | 1 | -2 |
| 42 | 7 | 96 | 3 | -10 | 6 | O=S(=O)(NCCCc1ccccc1)c1ccc(F)c(F)c1 | 0 | 94 | 2 | 8 |
| 43 | 7 | 101 | 1 | 9 | nt | O=C(/C(=C(\O)c1ccccc1)c1nc2ccccc2[nH]1)c1ccccc1 | -8 | 101 | 5 | 1 |
| 44 | 2 | 111 | 15 | 20 | 1 | CC(C)(C)c1nnc(NS(=O)(=O)c2cc(Cl)ccc2Cl)s1 | 4 | 108 | 1 | -11 |
| 45 | -1 | 102 | -1 | 7 | 7 | CCOc1ccc(C(=O)OCC(=O)N2CCCC2)cc1 | -3 | 100 | -6 | -4 |
| 46 | 5 | 99 | -3 | -26 | 5 | Cc1cc(C)n(CCC(=O)N2CCN(S(=O)(=O)c3ccc(C)c(C)c3)CC2)n1 | 1 | 101 | 0 | 3 |
| 47 | 1 | 93 | -2 | -10 | 11 | CC(=O)CCc1oc2ccc(C)cc2c1-c1ccccc1 | 2 | 98 | 0 | -6 |
| 48 | 3 | nt | nt | 11 | -6 | COC(=O)c1ccc(NC(=O)Nc2ccc(F)cc2)cc1 | 3 | nt | 0 | 0 |
| 49 | -2 | 106 | 1 | 2 | -30 | COc1ccc(C(c2nnnn2C2CCCC2)N2CCN(c3ccccc3)CC2)cc1 (stereo not given) | -3 | 98 | 9 | -18 |
| 50 | 3 | 109 | 17 | 9 | 3 | O=C(NNc1nccc(C(F)(F)F)n1)Nc1cccc(Cl)c1 | 46* | 112 | -1 | -12 |

Structural class, the compounds so far containing a tert-butyl group
| item | IDE cell activ | MEKK2 WT-MEK5 | MEKK2mut PB1 HTS | UBC9 SUMO inh | NALP1 yeast inh | Structure | PfM18AAP inh | MEKK3 PB1 HTS | IDE cell inh | pCIP destab |
| --- | --- | --- | --- | --- | --- | --- | --- | --- | --- | --- |
| 31 | 2 | 96 | 1 | 0 | 2 | Cn1c(=O)c2c(nc(Sc3ncnn3CC(=O)NC(C)(C)C)n2C)n(C)c1=O | 18 | 103 | -5 | -15 |
| 44 | 2 | 111 | 15 | 20 | 1 | CC(C)(C)c1nnc(NS(=O)(=O)c2cc(Cl)ccc2Cl)s1 | 4 | 108 | 1 | -11 |

This is a subset, so the mix of outcomes need not match the whole.
